Assay outcomes from PubChem BioAssay.
ARFGAP1 inhibitor = inhibits rat ARF GTPase activating protein 1; Arfgap1-stimulated ARF1 GTP hydrolysis, GDP FP detection; actives 0.26% (n = 360,000); inhibition, % at 16.5 µM; AID 651572;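 active means inhibition above a per-plate limit, mean inhibition of low control wells plus 3 SD, cut at about 25% in these data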;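 further: 0% = DMSO wells with enzyme and 100% = wells lacking Arfgap1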
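System: truncated rat Arfgap1 GAP domain / Benchmarks: high control wells lacking Arfgap1, low control full reaction with DMSO / Times: compound-enzyme preincubation 20 min, reaction 120 min, detection 60 min, 25 °C / Repeats: one replicate per compound / Also added: human ARF1(Δ1-17)-GTP substrate / Measured by: Tracer-displacement fluorescence polarization with EDTA stop, 620/688 nm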
HTRA1 inhibitor = blocks human HTRA1 serine peptidase. recombinant HTRA1, FP-rhodamine activity-based probe, fluorescence polarization. Q92743. actives 0.5% (n = 340,000). inhibition, % at 5.96 µM; in the data active means inhibition above about 36%;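 further: 0% = enzyme with DMSO and 100% = wells lacking enzyme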
NR1D1 modulator = Rev-erb alpha (human) modulation. AID 1259318. Rev-erbα–FITC-DNA binding, fluorescence polarization, 90 min. actives 0.79% (n = 370,000). activity, % at 10 µM;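 active means activity above about 14%, limit read from the data; passing the limit was not always enough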;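 further: 0% = DMSO wells with 35 nM protein and 100% = DMSO wells with 750 nM protein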
Target sequence (P20393 whole entry, looked up): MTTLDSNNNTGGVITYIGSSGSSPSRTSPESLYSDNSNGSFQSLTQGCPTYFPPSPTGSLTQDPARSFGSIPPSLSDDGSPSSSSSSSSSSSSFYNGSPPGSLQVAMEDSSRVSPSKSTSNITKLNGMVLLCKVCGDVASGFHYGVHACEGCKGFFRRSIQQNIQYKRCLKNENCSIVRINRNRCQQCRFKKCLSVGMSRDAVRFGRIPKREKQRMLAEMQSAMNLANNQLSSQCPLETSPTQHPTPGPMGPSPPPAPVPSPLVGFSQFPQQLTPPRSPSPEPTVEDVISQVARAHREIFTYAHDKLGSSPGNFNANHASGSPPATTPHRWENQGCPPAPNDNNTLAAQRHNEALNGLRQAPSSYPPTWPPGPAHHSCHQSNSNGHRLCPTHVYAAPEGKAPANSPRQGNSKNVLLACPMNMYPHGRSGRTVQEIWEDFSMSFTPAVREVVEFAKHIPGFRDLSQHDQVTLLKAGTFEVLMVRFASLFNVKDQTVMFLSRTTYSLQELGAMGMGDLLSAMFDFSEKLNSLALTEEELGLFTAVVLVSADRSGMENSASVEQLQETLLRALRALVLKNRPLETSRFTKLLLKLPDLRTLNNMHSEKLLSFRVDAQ
SMARCA2 activ = activators of SMARCA2 function; AID 652017; MG213 cells, MMTV-luciferase reporter, dexamethasone, overnight; actives 1% (n = 370,000); activation, % at 9.1 µM; in the data active means activation above about 7.8%;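 further: 0% = vehicle wells and 100% = reference activator wells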
PG9 Ab binder = small molecules binding HIV-1 gp120 antibody PG9 | TR-FRET gp120-PG9 antibody binding | inhibition, % at 6.7 µM | actives 0.43% (n = 360,000) | AID 624416; in the data active means inhibition above about 8.5%
GC-B act = GC-B (human) receptor activation; HEK293-GC-B cells, CNP EC30, cGMP TR-FRET; 0% at EC30 CNP, 100% saturating CNP; activation, % at 10 µM; actives 0.11% (n = 370,000); AID 1920062;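 active means activation at 10 µM reaching about 35% in either raw or pattern-adjusted values, limit read from the data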
ABHD4 inh = inhibits mouse alpha/beta hydrolase domain 4; purified mABHD4, FP-Rh probe fluorescence polarization; Q8VD66; actives 0.54% (n = 370,000); inhibition, % at 8.92 µM;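 active means inhibition exceeding the mean over every tested compound plus 3 SD, cut at about 30% in these data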;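 further: 0% = plate median of compound wells and 100% = S159A mutant with DMSO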
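assay system = mABHD4 protein | compound dosing = single nominal dose of 8.92 µM, 0.89% DMSO final | read-out basis = percent inhibition of probe binding, normalized to plate controls | schedule = Enzyme–compound pre-incubation 45 min, then probe 60 min, both 25 °C | detection = fluorescence polarization, excitation 525 nm, emission 598 nm, BODIPY TMR filters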
ASAP1 inh = ASAP1 ArfGAP inhibition; Q9ULH1; ASAP1-stimulated ARF1 GTP hydrolysis, GDP FP detection; inhibition, % at 16.5 µM; actives 0.19% (n = 360,000); in the data active means inhibition above about 25%;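 further: 0% = vehicle with enzyme and substrate and 100% = no enzyme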
Target sequence (Q9ULH1 325-724 limits assumed): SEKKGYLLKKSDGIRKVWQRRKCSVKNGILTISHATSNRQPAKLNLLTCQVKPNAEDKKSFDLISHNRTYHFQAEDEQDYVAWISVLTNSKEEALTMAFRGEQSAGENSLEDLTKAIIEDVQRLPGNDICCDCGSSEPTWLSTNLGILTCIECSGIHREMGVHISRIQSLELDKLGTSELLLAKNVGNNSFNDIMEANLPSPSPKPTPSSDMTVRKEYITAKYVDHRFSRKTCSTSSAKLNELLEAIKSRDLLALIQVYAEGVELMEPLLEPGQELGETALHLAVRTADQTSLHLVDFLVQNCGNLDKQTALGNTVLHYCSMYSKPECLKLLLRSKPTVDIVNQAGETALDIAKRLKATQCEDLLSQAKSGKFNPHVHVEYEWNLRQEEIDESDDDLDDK
GC-A act = GC-A (human) enzyme activation | activation, % at 10 µM | HEK293 GC-A cells, cGMP TR-FRET, EC30 ANP; 0% at EC30 ANP, 100% saturating ANP | actives 0.14% (n = 370,000) | P16066; in the data active means activation above about 40%
rCAG RNA binder = molecules binding r(CAG) RNA repeats | r(CAG) RNA repeat, TO-PRO-1 dye displacement fluorescence | inhibition, % at 3 µM | actives 1.3% (n = 370,000) | AID 651821;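 active means inhibition above the plate cutoff, the mean of all test compounds on that plate plus 3 SD, cut at about 35% in these data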;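 further: 0% = DMSO alone and 100% = 100 µM mitoxantrone as full dye displacement; higher means more dye released from RNA so lower well fluorescence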
* hit, by the source's call.

Screening Cc1cc(C)nc(N/N=C/c2cn[nH]c2-c2ccccc2)n1 returned ARFGAP1 inhibitor -12.3, HTRA1 inhibitor -7.1, NR1D1 modulator -0.5, SMARCA2 activ -4.0, PG9 Ab binder -0.5, GC-B act 0.5, ABHD4 inh -5.5, ASAP1 inh -5.2, GC-A act -2.6 and rCAG RNA binder 2.1.
Cc1ccc(-n2[nH]c(C)c(/C=N/Nc3ccc([N+](=O)[O-])cc3[N+](=O)[O-])c2=O)cc1 was read as ARFGAP1 inhibitor 5.9, HTRA1 inhibitor 7.1, NR1D1 modulator -4.2, SMARCA2 activ -1.0, PG9 Ab binder -0.2, GC-B act -2.2, ABHD4 inh 20.9, ASAP1 inh 7.5, GC-A act -5.5 and rCAG RNA binder 10.0.
For O=C(O)CC(NC(=O)OCc1ccccc1)c1ccc(Br)cc1 (stereo unspecified) the results were ARFGAP1 inhibitor 7.3, HTRA1 inhibitor -3.0, NR1D1 modulator -3.0, SMARCA2 activ 1.7, PG9 Ab binder -1.5, GC-B act 1.5, ABHD4 inh -1.0, ASAP1 inh 4.2, GC-A act -1.4 and rCAG RNA binder 9.4.
For CC(C)C(=O)NC(c1cccc([N+](=O)[O-])c1)c1ccc2cccnc2c1O (stereo unspecified) the results were ARFGAP1 inhibitor -12.1, HTRA1 inhibitor 44.1*, NR1D1 modulator -0.3, SMARCA2 activ -2.6, PG9 Ab binder -1.2, GC-B act 0.7, ABHD4 inh 10.7, ASAP1 inh -4.2, GC-A act 1.0 and rCAG RNA binder 3.5.
c1ccc(Nc2nnc(SCc3cccc4ccccc34)s2)cc1 was read as ARFGAP1 inhibitor 5.1, HTRA1 inhibitor -30.4, NR1D1 modulator 4.9, SMARCA2 activ 1.2, PG9 Ab binder -1.4, GC-B act -3.6, ABHD4 inh -30.0, ASAP1 inh 2.4, GC-A act 0.7 and rCAG RNA binder 11.5.
Screening O=C(O)c1cccc(NC(=O)C2CCCO2)c1 (stereo unspecified) returned ARFGAP1 inhibitor -2.2, HTRA1 inhibitor -1.6, NR1D1 modulator 0.0, SMARCA2 activ -1.5, PG9 Ab binder -3.6, GC-B act 2.1, ABHD4 inh -1.3, ASAP1 inh 4.4, GC-A act 2.0 and rCAG RNA binder 1.4.
`CCOC(=O)C1=C(COC(=O)/C=C/c2ccc(F)cc2)NC(=O)NC1C` (stereo unspecified) gave ARFGAP1 inhibitor 15.1, HTRA1 inhibitor 7.1, NR1D1 modulator 4.8, SMARCA2 activ 3.1, PG9 Ab binder -2.8, GC-B act 2.0, ABHD4 inh 7.4, ASAP1 inh 12.7, GC-A act 0.6 and rCAG RNA binder -0.3.
For Cc1cc(C)nc(SCc2cn3c(C)cccc3n2)n1 the results were ARFGAP1 inhibitor 6.5, NR1D1 modulator -3.1, SMARCA2 activ 0.2, PG9 Ab binder 2.7, GC-B act 2.8, ABHD4 inh 1.3, ASAP1 inh -6.8, GC-A act 4.9 and rCAG RNA binder -4.7.
For O=C(N1CCOCC1)C12OC3CC(CC(C3)O1)O2 the results were ARFGAP1 inhibitor 7.3, NR1D1 modulator -3.7, SMARCA2 activ -0.4, PG9 Ab binder -0.8, GC-B act -4.2, ABHD4 inh -1.7, ASAP1 inh 3.5, GC-A act 3.1 and rCAG RNA binder 1.3.
COc1ccc(S(=O)(=O)N(CC(=O)NCc2ccco2)c2ccccc2OC)cc1 was read as ARFGAP1 inhibitor -3.4, HTRA1 inhibitor -9.8, NR1D1 modulator -0.1, SMARCA2 activ -2.1, PG9 Ab binder 0.7, GC-B act 0.0, ABHD4 inh -9.5, ASAP1 inh 5.1, GC-A act -3.1 and rCAG RNA binder 0.8.
Cc1c(C(=O)N2CCN(c3ccccc3)CC2)oc2c(F)cccc12 was read as ARFGAP1 inhibitor 4.1, HTRA1 inhibitor -6.6, NR1D1 modulator -2.7, SMARCA2 activ 0.3, PG9 Ab binder -3.0, GC-B act -1.6, ABHD4 inh -7.0, ASAP1 inh -9.9, GC-A act 2.5 and rCAG RNA binder -4.7.
Cc1cc(NC(=O)CCC(=O)N(Cc2cccs2)C(C(=O)NC2CCCC2)c2ccncc2)no1 (stereo unspecified) was read as ARFGAP1 inhibitor -1.2, HTRA1 inhibitor 1.1, NR1D1 modulator 4.0, SMARCA2 activ -3.5, PG9 Ab binder -2.0, GC-B act 6.0, ABHD4 inh 2.9, ASAP1 inh -0.2, GC-A act 4.8 and rCAG RNA binder -0.9.
CCc1ccc(OCC(=O)N/N=C\c2ccco2)c([N+](=O)[O-])c1 was read as ARFGAP1 inhibitor -11.9, HTRA1 inhibitor -11.3, NR1D1 modulator -5.1, SMARCA2 activ 2.4, PG9 Ab binder -2.3, GC-B act 1.5, ABHD4 inh 3.7, ASAP1 inh 1.9, GC-A act -2.5 and rCAG RNA binder 10.3.
Screening Cc1cc(C(=O)OCC(=O)Nc2ccccc2Br)c(C)o1 returned ARFGAP1 inhibitor -3.7, HTRA1 inhibitor -4.5, NR1D1 modulator -1.3, SMARCA2 activ -1.2, PG9 Ab binder -1.0, GC-B act -2.4, ABHD4 inh 1.6, ASAP1 inh 7.5, GC-A act -1.4 and rCAG RNA binder 1.5.
`CCCNC(=O)C1(C)CCN(C(=O)c2cc(F)cc(F)c2)C1` (stereo unspecified) gave ARFGAP1 inhibitor -5.9, NR1D1 modulator 1.8, SMARCA2 activ -1.9, PG9 Ab binder -0.4, GC-B act 2.7, ABHD4 inh 0.1, ASAP1 inh 0.8, GC-A act 1.8 and rCAG RNA binder 3.0.
`Fc1ccc(-c2ccc(NCCN3CCOCC3)nn2)cc1` gave ARFGAP1 inhibitor -1.9, HTRA1 inhibitor -2.0, NR1D1 modulator -1.1, SMARCA2 activ 2.0, PG9 Ab binder 0.4, GC-B act 4.0, ABHD4 inh -2.6, ASAP1 inh 13.3, GC-A act 1.6 and rCAG RNA binder -3.2.
O=C(NC1CCN(C(=O)Nc2ccccc2Cl)CC1)c1ccco1 was read as ARFGAP1 inhibitor -6.1, HTRA1 inhibitor 7.5, NR1D1 modulator 2.9, SMARCA2 activ 0.9, PG9 Ab binder 0.3, GC-B act 0.9, ABHD4 inh 4.3, ASAP1 inh -1.7, GC-A act -0.2 and rCAG RNA binder 3.5.
`Cc1ccc2nsnc2c1NC(=S)NC(=O)c1ccco1` gave ARFGAP1 inhibitor 12.0, HTRA1 inhibitor -6.4, NR1D1 modulator 9.8, SMARCA2 activ 1.7, PG9 Ab binder -2.5, GC-B act -3.7, ABHD4 inh -4.1, ASAP1 inh 0.6, GC-A act -2.7 and rCAG RNA binder 7.1.
CC(=O)NCC(=O)NC1CCCc2c1cnn2-c1ccc(C(C)(C)C)cc1 (stereo unspecified) was read as ARFGAP1 inhibitor -9.7, HTRA1 inhibitor 7.0, NR1D1 modulator 5.9, SMARCA2 activ -3.1, PG9 Ab binder 0.5, GC-B act -1.8, ABHD4 inh -1.4, ASAP1 inh 8.7, GC-A act 1.3 and rCAG RNA binder -7.7.
COc1ccc(C2c3[nH]c4ccccc4c3C[C@H]3C(=O)N(C)CC(=O)N23)cc1OC (stereo partly specified) was read as ARFGAP1 inhibitor 10.9, HTRA1 inhibitor 10.1, NR1D1 modulator -3.1, SMARCA2 activ -3.8, PG9 Ab binder -0.1, GC-B act 12.2, ABHD4 inh 1.7, ASAP1 inh -4.5, GC-A act 7.0 and rCAG RNA binder 1.9.
`COC(=O)c1ccc(Cl)c(NC(=O)NC2CCCCC2)c1` gave ARFGAP1 inhibitor -2.5, HTRA1 inhibitor -6.8, NR1D1 modulator 4.8, SMARCA2 activ 0.1, PG9 Ab binder 1.9, GC-B act -3.0, ABHD4 inh -5.6, ASAP1 inh 5.7, GC-A act -5.8 and rCAG RNA binder -0.1.
CC(/C=C/C=C/c1ccccc1)=N/NC(=O)CNc1ccc(C)cc1 was read as ARFGAP1 inhibitor -6.3, HTRA1 inhibitor -14.7, NR1D1 modulator 2.3, SMARCA2 activ 1.4, PG9 Ab binder -1.9, GC-B act 8.2, ABHD4 inh 1.0, ASAP1 inh 3.9, GC-A act -0.1 and rCAG RNA binder 9.8.
`O=C(NC1CCCCN(Cc2cccc(F)c2)C1=O)c1cccc(F)c1` (stereo unspecified) gave NR1D1 modulator 4.0, SMARCA2 activ -0.8, GC-B act 1.3, ABHD4 inh -0.5, GC-A act -0.5 and rCAG RNA binder -3.0.
For COC(=O)c1cc(=O)c2cccc(OC)c2[nH]1 the results were ARFGAP1 inhibitor -4.8, HTRA1 inhibitor 4.6, NR1D1 modulator -1.0, SMARCA2 activ 3.4, PG9 Ab binder -0.7, GC-B act 1.6, ABHD4 inh -8.1, ASAP1 inh -2.7, GC-A act 1.6 and rCAG RNA binder -0.4.
For CCCS(=O)(=O)c1c(S(=O)(=O)CCC)c2ccccn2c1C(=O)OC the results were ARFGAP1 inhibitor 9.0, HTRA1 inhibitor 1.9, NR1D1 modulator -2.3, SMARCA2 activ 3.1, PG9 Ab binder 0.6, GC-B act -3.9, ABHD4 inh 2.5, ASAP1 inh -3.2, GC-A act -1.3 and rCAG RNA binder -2.4.
`C#CCN(C#N)c1nc(NCC)nc(NC(C)C)n1` gave ARFGAP1 inhibitor 8.8, HTRA1 inhibitor -8.2, NR1D1 modulator 3.1, SMARCA2 activ -1.7, PG9 Ab binder 1.0, GC-B act 6.6, ABHD4 inh -0.5, ASAP1 inh 10.8, GC-A act -3.1 and rCAG RNA binder -4.5.
O=C(CSC(=S)N1CCSCC1)c1ccccc1 was read as ARFGAP1 inhibitor 0.3, HTRA1 inhibitor -4.6, NR1D1 modulator 4.0, SMARCA2 activ 4.8, PG9 Ab binder -1.4, GC-B act -1.0, ABHD4 inh -1.0, ASAP1 inh 4.7, GC-A act 6.3 and rCAG RNA binder -1.7.
For COc1ccc(CN2C[C@@]3(O)CC[C@@H](O)[C@@H](OC)[C@@H]3[C@@]2(C)[C@H](O)CC=C(C)C)cc1 the results were ARFGAP1 inhibitor 5.7, NR1D1 modulator -2.2, SMARCA2 activ -0.9, PG9 Ab binder -0.1, GC-B act -5.3, ABHD4 inh -1.2, ASAP1 inh -1.5, GC-A act -2.6 and rCAG RNA binder -1.1.
